Screening results deposited in PubChem BioAssay by Broad Institute.
RAD52 inh: inhibitors of human RAD52 DNA annealing. P43351. recombinant RAD52 DNA annealing, FRET fluorescence. inhibition, % at 18.7 µM. 360,000 tested, 0.46% active;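 active means every replicate showing at least 50% inhibition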
Target sequence (P43351 whole entry, looked up): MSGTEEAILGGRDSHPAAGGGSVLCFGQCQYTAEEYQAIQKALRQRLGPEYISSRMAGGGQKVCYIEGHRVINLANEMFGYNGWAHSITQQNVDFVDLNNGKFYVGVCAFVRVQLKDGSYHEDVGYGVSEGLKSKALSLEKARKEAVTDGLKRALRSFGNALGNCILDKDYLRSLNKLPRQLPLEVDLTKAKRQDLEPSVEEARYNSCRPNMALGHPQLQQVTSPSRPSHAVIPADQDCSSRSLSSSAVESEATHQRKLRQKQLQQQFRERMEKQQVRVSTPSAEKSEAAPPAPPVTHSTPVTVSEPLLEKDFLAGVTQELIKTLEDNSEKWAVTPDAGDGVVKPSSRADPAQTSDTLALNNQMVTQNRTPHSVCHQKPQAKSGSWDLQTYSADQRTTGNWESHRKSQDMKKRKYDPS
RAD54 branch: RAD54 (human) branch migration inhibition | Q92698 | RAD54 Holliday junction branch migration, FAM/BHQ fluorescence | inhibition, % at 10.4 µM | 360,000 tested, 0.14% active;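 active means mean normalized replicate activity at least 40 and at least half of replicates scoring 40 or more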;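 further: 0% = median of neutral control wells and 100% = median of positive control wells; inhibitors cause a drop in the FAM fluorescence signal; in these data hits start at about 50%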
PglD DTNB: inhibitors of Campylobacter jejuni PglD acetyltransferase | purified PglD enzyme, DTNB colorimetric CoA detection | inhibition, % at 12.5 µM | 360,000 tested, 0.098% active | AID 602405; in the data active means inhibition above about 16%, passing the limit was not always enough; further: strong numbers were not always called active
ARNT TACC3 PPI: disruptors of human ARNT/TACC3 interaction | AID 623870 | inhibition, % at 9.99 µM | 390,000 tested, 0.66% active | AlphaScreen His-ARNT PAS-B/GST-TACC3 binding, luminescence; TACC3 fragment carries E629A point mutation;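 active means mean inhibition of replicates at least 50% and at least half of replicates each reaching 50%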;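 further: 0% = complete ARNT plus TACC3 wells and 100% = ARNT alone without TACC3; many hits fall short of the cut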
E-selectin induc: E-selectin induction on HUVECs; P16581; HUVEC E-selectin immunofluorescence imaging; normalized: neutral wells 0, TNF-alpha wells 100; activation, % at 7.58 µM; 260,000 tested, 0.37% active; AID 686992;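 active means mean E-selectin-positive cell signal at least 10% of the positive control, reached in at least 60% of replicates, without over 20% cell loss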;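 further: in these data hits start at about 27%; measured in HUVEC primary endothelial cells; signal is the percent of cells scored E-selectin positive by PE staining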
Target sequence (P16581 whole entry, looked up): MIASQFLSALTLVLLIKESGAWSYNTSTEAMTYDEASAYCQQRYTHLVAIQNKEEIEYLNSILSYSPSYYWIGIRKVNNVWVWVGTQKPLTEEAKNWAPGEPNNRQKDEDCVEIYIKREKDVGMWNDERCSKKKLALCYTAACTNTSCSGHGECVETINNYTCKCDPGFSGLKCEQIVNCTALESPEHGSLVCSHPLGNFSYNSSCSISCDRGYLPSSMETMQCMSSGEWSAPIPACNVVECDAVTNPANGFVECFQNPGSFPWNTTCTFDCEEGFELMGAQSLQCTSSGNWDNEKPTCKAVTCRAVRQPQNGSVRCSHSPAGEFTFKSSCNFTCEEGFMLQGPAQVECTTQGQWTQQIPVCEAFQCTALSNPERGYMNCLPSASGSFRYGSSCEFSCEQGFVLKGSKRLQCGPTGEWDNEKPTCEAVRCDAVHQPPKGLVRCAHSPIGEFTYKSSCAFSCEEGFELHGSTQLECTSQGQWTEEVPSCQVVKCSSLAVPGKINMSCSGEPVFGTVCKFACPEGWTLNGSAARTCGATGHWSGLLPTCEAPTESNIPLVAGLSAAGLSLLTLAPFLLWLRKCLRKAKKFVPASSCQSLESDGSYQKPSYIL
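Read-out basis: % PE-positive cells; Test system: HUVEC primary endothelial cells; Technique: immunofluorescence imaging; Dosing: single-point compound dose.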
esBAF inh: SWI/SNF esBAF complex inhibition; mouse ES cells, Bmi1-luciferase knock-in reporter, 24 h; 100% = twice the neutral-well signal; reporter increase, % at 12.5 µM; 350,000 tested, 2% active; AID 602393; in the data active means activation above about 40%;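 further: 0% = median of the plate's neutral control wells and 100% = double that signal; a rise in the Bmi1 reporter signal indicates esBAF inhibition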
CASP6 VEID inh: inhibitors of human caspase-6 | P55212 | purified caspase-6, Z-VEID-R110 cleavage fluorescence | inhibition, % at 12.5 µM | 350,000 tested, 0.53% active | AID 686996;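 active means mean inhibition across replicates at least about 35%, with every replicate also reaching that limit, limit read from the data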;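 further: 0% = median of neutral control wells and 100% = no fluorescence left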
ERp5 inh: blocks human ERp5 reductase activity on insulin; Q15084; ERp5 insulin aggregation, absorbance 650 nm, 90 min; inhibition, % at 9.99 µM; 350,000 tested, 0.05% active; AID 651711;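 active means mean replicate inhibition above about 25%, with every replicate also reaching it, limit read from the data, passing the limit was not always enough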
* = called active by the depositor; · = no result given; & = joins results of further samples.

SMILES	RAD52 inh	RAD54 branch	PglD DTNB	ARNT TACC3 PPI	E-selectin induc	esBAF inh	CASP6 VEID inh	ERp5 inh
COc1ccc(OCC(=O)N2CCN(S(=O)(=O)c3ccc4c(c3)OCCO4)CC2)cc1	-33.0	-0.6	5.3	·	0.0	0.0	1.2	-3.5
Cc1ccc(CNC(=O)CSc2nc3ccsc3c(=O)n2Cc2ccccn2)cc1	-9.8	-10.6	1.2	-6.4	-0.1	6.1	0.6	0.8
Nc1ccc2nc(C3CCCCC3)[nH]c2c1	-5.7	-9.5	8.1	11.5	-0.2	6.5	0.6	2.2
COCc1ccc(C(=O)Nc2ccc(C(=O)O)cc2)o1	2.6	·	·	-58.1	0.3	5.4	8.2	-3.9
Cc1c2c(n3c(nc4ccccc43)c1C#N)N(CCN(C)C)CC2	37.6	·	·	-4.4	0.1	·	5.0	-0.3
Cc1noc(C)c1S(=O)(=O)N(C)C[C@@H]1Oc2ccc(NC(=O)CCCCCC(=O)Nc3ccccc3N)cc2CC(=O)N([C@@H](C)CO)C[C@H]1C	10.1	·	·	·	-0.1	·	0.9	-2.3
C[C@@H]1CCCCO[C@@H](CN(C)C(=O)Nc2ccc(C(F)(F)F)cc2)[C@H](C)CN([C@@H](C)CO)C(=O)c2cc(N(C)C)ccc2O1	4.4	4.4	-2.9	·	0.3	-3.6	-1.2	0.6
COCC(=O)Nc1ccc(-c2cn3cccnc3n2)cc1	-1.5	11.0	3.6	-6.6	·	8.6	-0.8	-0.8
COC(=O)[C@H](C)NC(=O)Nc1cccc(Br)c1	0.1	·	·	2.0	2.0	·	-1.6	3.7
O=C(C[C@@H]1C=C[C@H](NC(=O)C2CCOCC2)[C@@H](CO)O1)Nc1ccc(-c2ccccc2)cc1	-2.4	-0.5	-0.8	-8.3	-0.3	7.1	-3.3	3.3
CCC(=O)N1CCc2cc(S(=O)(=O)NCCN3CCC(C)CC3)ccc21	·	-4.2	3.8	-2.0	·	3.7	·	·
CCCn1c(SCC(=O)NCc2cccs2)nc2c1c(=O)n(C)c(=O)n2C	-3.2	6.4	-0.3	-2.0	·	1.3	1.3	-6.1
O=C(NC[C@@H]1[C@@H](c2ccccc2)[C@@H](CO)N1CC1CCCC1)c1ccccc1	4.1	4.5	1.2	2.6	0.3	-1.7	-1.7	-6.0
O=C(COC(=O)Cc1c(F)cccc1Cl)Nc1ccc2[nH]c(=O)[nH]c2c1	-6.9	-6.2	6.1	9.8	-0.2	·	1.6	4.1
COc1ccccc1C(=O)C(=O)c1ccccc1OC	-24.6	16.1	-3.9	-1.6	-0.4	-0.5	-3.3	3.5
C[C@@H]1CCCCO[C@@H](CN(C)C(=O)Nc2ccccc2)[C@H](C)CN([C@@H](C)CO)C(=O)c2cc(NS(=O)(=O)c3ccc(Cl)cc3)ccc2O1	-71.0	3.8	7.5	6.6	·	10.8	4.2	10.3
Cc1cc2c(cc1S(=O)(=O)NCCc1ccccc1)NC(=O)CO2	-4.7	·	·	-4.5	2.0	-0.8	10.4	11.5
CC1(C)Cc2sc3c(=O)[nH]c(=S)[nH]c3c2CO1	-7.5	·	·	-3.0	0.3	7.4	-4.4	9.5
CC1=CC=CN2C1=NC(=O)CC2(C)C(=O)N(CC(=O)NC1CCCC1)c1ccccc1C (stereo not given)	-7.9	·	·	-5.0	0.1	-3.1	-2.1	4.8
COc1ccc(S(=O)(=O)N2CCOCC2)cc1NC(=O)CCc1c[nH]c2ccccc12	-19.0	-4.2	-6.8	-1.9	·	4.7	-2.5	-4.5
COc1ccc(S(=O)(=O)Nc2ccc3c(c2)C(=O)N([C@H](C)CO)C[C@@H](C)[C@H](CN(C)S(=O)(=O)c2c(C)noc2C)OCCCC[C@@H](C)O3)cc1	-16.9	1.2	-5.9	5.4	·	2.9	-0.6	3.7
CC(C)(C)N(NC(=O)Nc1ccccc1)C(=O)c1ccccc1	·	4.2	7.4	-8.1	0.4	·	·	·
Cc1cc(=O)[nH]c(NN=Cc2c(Cl)cccc2Cl)n1	-5.2	4.4	2.1	-9.3	-0.1	9.9	-1.7	-0.9
Cc1ccc2c(c1)N(CCCC(=O)NCCC1=CCCCC1)C(=O)CO2	·	-7.6	1.7	-0.8	·	-2.1	·	·
Cc1ccc(-c2cc(C(=O)NCCN3CCOCC3)c3ccccc3n2)o1	-13.5	17.2	-5.1	·	-0.2	-2.7	-0.2	-7.7
O=C(CN1CCN(c2cccc(Cl)c2)CC1)NCc1ccccc1	-6.1	7.9	·	-18.7	·	-0.8	0.7	1.3
Cc1csc(SCC(=O)Nc2nnc(C)s2)n1	-9.0	-2.5	2.8	-1.3	-0.3	-2.2	-7.2	-0.1
Cc1nnc2sc(-c3ccncc3)nn12	·	9.6	-3.1	15.2	·	-2.3	·	·
COc1ccc(NC(=O)Nc2ccc3c(c2)[C@H]2C[C@H](CC(=O)O)O[C@@H](CO)[C@H]2O3)cc1	-2.4	-7.2	1.5	-0.2	-0.2	-4.1	0.5	5.7
COc1cccc(-c2ccc([C@H]3[C@@H](C#N)N(C(=O)c4ccccn4)[C@H]3CO)cc2)c1	-51.8	-0.9	0.7	-6.1	0.0	0.1	0.1	-6.9
O=C(COc1ccccc1[N+](=O)[O-])N1CCN(C(=O)c2ccco2)CC1	-10.3	-2.1	2.4	·	0.0	-5.6	2.7	2.8
CN1c2ccc(-c3ccc(F)cc3)cc2[C@H]2[C@H](CCN2C(=O)Cc2ccccn2)[C@@H]1CO	-60.1	22.4	0.0	21.6	0.1	30.9	-0.1	-2.3
COc1ccc(C(=O)NCCS(=O)(=O)NCc2ccccc2OC)cc1	-10.4	3.4	1.8	-0.7	0.2	0.0	-0.6	-2.1
Nc1[nH]c(=O)ncc1F	-10.0	2.8	4.9	-1.3	-0.3	-1.0	0.5	0.7
CN(C(=O)c1cncc(Br)c1)c1c(N)n(Cc2ccccc2)c(=O)[nH]c1=O	-8.0	-8.0	-2.0	-1.9	-1.1	1.9	4.0	6.2
NC(=O)c1cnccn1	-21.0	3.7	2.8	-9.9	0.1	3.1	-3.3	-2.1
O=C(CNC(=O)c1ccc(Br)o1)NNC(=O)c1cccc(Cl)c1	0.9	0.5	-4.1	1.5	·	-7.7	-1.2	8.8
C[C@@H]1CCCCO[C@@H](CN(C)C(=O)Nc2ccc3c(c2)OCO3)[C@H](C)CN([C@H](C)CO)C(=O)c2cc(NC(=O)c3ccccc3)ccc2O1	12.7	-1.8	0.2	22.0	0.1	16.6	0.7	-1.0
C[C@@H]1CN([C@H](C)CO)C(=O)c2cc(NC(=O)Nc3cccc4ccccc34)ccc2O[C@@H]1CN(C)S(=O)(=O)c1ccc(F)cc1	-3.8	-15.7	1.7	-4.5	0.7	-2.7	2.7	-7.8
CC(=NCCc1c(C)[nH]c2ccc(OCc3ccccc3)cc12)C1=C(O)CC(c2ccccc2)CC1=O (stereo not given)	-2.6	·	·	2.6	·	·	-1.5	3.4

Molecules shown so far that contain a COOH group, in the order listed:
SMILES	RAD52 inh	RAD54 branch	PglD DTNB	ARNT TACC3 PPI	E-selectin induc	esBAF inh	CASP6 VEID inh	ERp5 inh
COCc1ccc(C(=O)Nc2ccc(C(=O)O)cc2)o1	2.6	·	·	-58.1	0.3	5.4	8.2	-3.9
COc1ccc(NC(=O)Nc2ccc3c(c2)[C@H]2C[C@H](CC(=O)O)O[C@@H](CO)[C@H]2O3)cc1	-2.4	-7.2	1.5	-0.2	-0.2	-4.1	0.5	5.7

Four entries out of the list above, ordered by the value under ARNT TACC3 PPI, falling.
SMILES	ARNT TACC3 PPI
Cc1nnc2sc(-c3ccncc3)nn12	15.2
COc1ccc(S(=O)(=O)Nc2ccc3c(c2)C(=O)N([C@H](C)CO)C[C@@H](C)[C@H](CN(C)S(=O)(=O)c2c(C)noc2C)OCCCC[C@@H](C)O3)cc1	5.4
COc1ccc(NC(=O)Nc2ccc3c(c2)[C@H]2C[C@H](CC(=O)O)O[C@@H](CO)[C@H]2O3)cc1	-0.2
Nc1[nH]c(=O)ncc1F	-1.3

Remaining list, next part
SMILES	RAD52 inh	RAD54 branch	PglD DTNB	ARNT TACC3 PPI	E-selectin induc	esBAF inh	CASP6 VEID inh	ERp5 inh
COc1ccc(-c2ccc([C@@H]3[C@@H](CO)N4C(=O)CN(C(=O)C5CCOCC5)C[C@@H]34)cc2)cc1	-9.9	·	·	·	-0.2	·	0.8	-4.5
CC1(C)Cc2c(cnn2-c2cccc(F)c2)C(NC(=O)CCc2cnccn2)C1 (stereo not given)	-1.7	-8.2	3.2	-1.0	·	19.5	-2.8	3.1
CCN(CC)CCCNC(=O)c1cn(C)c(=O)c2c1c1ccccc1n2C	7.1	21.9	-0.2	6.5	-0.1	6.2	-4.7	0.4
CCOc1ccc(NC(=O)Cc2c(C(=O)O)n(C)c3ccccc23)cc1	-14.2	2.9	8.0	2.1	-0.2	-1.3	-1.4	1.5
CCOc1cccc(-c2nnc3sc(COc4ccc(C)cc4)nn23)c1	·	0.5	2.2	-11.5	·	-5.2	·	·
O=C(NNS(=O)(=O)c1ccc(F)cc1)c1ccc([N+](=O)[O-])cc1Cl	5.3	-4.5	-2.1	-1.4	0.1	-0.6	8.3	3.0
NC(=O)CSC1=Nc2ccccc2C2=NC(c3ccccc3)C(=O)N12 (stereo not given)	-9.9	·	·	27.8	4.5	·	-0.2	0.9
CC(=O)NC(CCS(C)(=O)=O)C(=O)Nc1nccs1 (stereo not given)	·	-4.1	5.8	-4.4	·	-4.7	·	·
CCc1c(C2(O)CCCCC2)[nH]c2c(C(=O)OC)cc(Cl)cc12	-6.9	-0.4	-6.5	-9.1	0.0	1.6	·	-2.2
CCCCn1nnc(NC(=O)c2cc3ccccc3o2)n1	·	-6.1	-2.6	22.5	·	59.1*	·	·
O=C(CNC(=O)c1ccc(Cl)cc1Cl)NCc1ccccn1	-7.1	-8.1	-0.4	-4.9	·	-4.4	-3.0	5.6
COc1ccccc1-c1sc2cc3c(cc2c1-c1ccc2c(c1)OCO2)OCO3	-14.5	0.4	1.3	·	0.2	26.9	-1.3	8.6
Cc1ccnn1CC(=O)N/N=C/c1cccs1	·	-5.7	4.6	-10.1	0.1	·	·	·
CCOC(=O)c1sc(S(C)(=O)=O)c2c1CCc1conc1-2	-20.1	-14.3	-3.9	·	3.1	·	2.0	2.5
C[C@@H]1CN([C@@H](C)CO)C(=O)c2cc(NC(=O)Nc3cccc4ccccc34)ccc2O[C@@H](C)CCCCO[C@H]1CN(C)Cc1ccncc1	-14.3	-1.4	2.9	22.8	-0.3	8.8	0.5	-4.6
CC(=O)N1c2ccc(S(=O)(=O)NCCC(=O)Nc3ccccc3C)cc2CC1C (stereo not given)	-4.1	2.5	1.9	·	·	-4.3	3.3	-10.0
CC(C)[C@H](NC(N)=O)C(=O)Nc1ccc2c(c1)CCC2	·	12.8	3.7	-1.8	·	4.7	·	·
O=C(NN=C1CCCCCC1)c1cccs1	-11.2	-5.8	7.1	1.9	-0.1	·	0.3	6.7
CN(C)c1ccnc(-n2cccc2/C=N/OCc2cccc(F)c2)c1C#N	·	-0.7	4.0	-16.3	·	5.9	·	·
CSc1ccc(/C=N\NC(=O)CNc2ccc(C)cc2)cc1	-4.0	3.2	-6.9	-1.2	·	7.2	0.1	-5.1
CC(C)NC(=O)N(C)C[C@H]1Oc2ccc(NS(=O)(=O)c3cn(C)cn3)cc2C(=O)N([C@H](C)CO)C[C@@H]1C	13.9&-20.2	1.2&4.3	-5.0&-2.7	-4.0&8.6	-0.1&0.4	-6.0&-1.2	-0.1&-3.4	-4.9&5.7
O=C(CSc1nncc(=O)[nH]1)Nc1cccc([N+](=O)[O-])c1	-7.3	-10.1	-1.9	0.8	-0.1	·	2.1	-3.5
